Insulin prom inh – TRM-6 insulin promoter activity inhibition. inhibition, % at 2 µM. actives 0.9% (n = 130,000). TRM-6 cells (human fetal islet line), insulin promoter-eGFP reporter, imaging; reporter expression induced with tamoxifen. AID 1273;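 active means inhibition above the mean plus 3 SD, with well images judged a real hit on visual review, cut at about 60% in these data, passing the limit was not always enough; inconclusive means inhibition over the cutoff but images rejected on review; inactive means inhibition not above the cutoff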
sdo1 growth – restores growth of sdo1-depleted yeast; S. cerevisiae sdo1-depleted JHY4D growth rescue, OD600 30 h; active compounds read high; pdr5 snq2 efflux-pump mutant strain; z-score at 10 µM; actives 0.21% (n = 140,000);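 active means z-score above 3 at both the 24 hr and the 30 hr optical density reads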;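 further: z-score against mean and SD of all compound wells on the same plate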
sdo1 growth Rescue 24 h – also measured in sdo1 growth; calls as there; z-score; S. cerevisiae sdo1-depleted JHY4D growth rescue, OD600; measured here: growth rescue at 24 h;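 0 is the plate mean of compound wells and units are plate SD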
Numbers without * were called inactive; ? = inconclusive; · = not tested or not shown.

SMILES | Insulin prom inh | sdo1 growth | sdo1 growth Rescue 24 h
CSCCC(NC(=O)c1c(C)oc2c1CCCC2)C(=O)O (stereo not drawn) | 9 | 0.08 | 0
CCOC(=O)N1CCN(C(=O)/C(=C/c2cccc3ccccc23)NC(=O)c2ccc(OC)cc2)CC1 | 0 | -0.08 | -0.24
COC(=O)c1ccc(Oc2cc(C)nc(SC)n2)cc1 | -73 | 0.35 | 0.35
Cc1ccc(-c2nnc(N)o2)cc1 | 50 | 1.4 | 0.85
CC(C)(C)NC(=O)C(c1ccncc1)N(C(=O)Cn1nnc(-c2ccc(F)cc2)n1)c1ccc(F)cc1 (stereo not drawn) | 33 | · | ·
COc1ccc2oc(=O)c(-c3nc4ccccc4o3)cc2c1 | -32 | 0.08 | -0.66
O=c1cc(O)c2sc(Nc3cccc(C(F)(F)F)c3)nc2[nH]1 | 33 | 2 | 1.4
Cc1ccc(S(=O)(=O)NC(=O)Nc2ncc3c(n2)CC(c2ccco2)CC3=O)cc1 (stereo not drawn) | · | -0.17 | -1.3
Cc1c(NC(=O)CN2CCN(c3ccc(F)cc3)CC2)c(=O)n(-c2ccccc2)n1C | 0 | · | ·
CN(C)CC(C)(C)CNC(=O)CC1C(=O)NCCN1Cc1ccc(-c2ccccc2)cc1 (stereo not drawn) | 11 | · | ·
Cc1cc(Oc2ccc(C#N)cc2)nc(NCc2ccccc2)n1 | -32 | -0.29 | 0.03
O=S(=O)(Nc1ccc(-c2nc3ccccc3o2)cc1)c1ccccc1 | -24 | -1.8 | -0.27
Cc1ccc(S(=O)(=O)CC(O)COc2ccc(C#N)cc2)cc1 (stereo not drawn) | 20 | · | ·
CC#CC[N+](C)(C)CCCCCCCCCCCC | ? | -1.3 | -0.76
O=C(NNC1CC(=O)N(c2ccc(Cl)cc2)C1=O)c1ccccn1 (stereo not drawn) | 45 | · | ·
O=C(c1ccc2c3c(cccc13)CC2)C1CCCN(C(=O)c2cc[n+]([O-])cc2)C1 (stereo not drawn) | 4 | · | ·
Cc1nn(-c2ccccc2)c2nc(C(F)(F)F)[nH]c(=O)c12 | · | 0.71 | -0.64
CS(=O)(=O)c1ccc(N2CCOCC2)c(S(C)(=O)=O)c1 | 13 | 0.5 | -0.26
COc1cccc(-n2nnnc2SCC(=O)N2CCCc3ccccc32)c1 | · | -1.6 | -1.7
Cc1cc(C)cc(N2C(=O)CC(N(C(=O)c3ccco3)c3cc(C)cc(C)c3)C2=O)c1 (stereo not drawn) | -33 | -0.66 | -0.18
O=C(COC(=O)c1ccccc1F)c1ccc(-n2nncc2-c2ccco2)cc1 | · | 0.57 | 0.81
Cc1cc(NC(=O)Cn2nc3c(cc2=O)CCCC3)ccc1Br | 47 | -0.09 | -0.17
COC(=O)c1ccc(Cl)c(NC(=O)NC23CC4CC(CC(C4)C2)C3)c1 | 21 | -1.2 | 0.88
COC(=O)c1cc2occc2n1Cc1nc(-c2cccc(Cl)c2)oc1C | 17 | 0.12 | 1.8
COc1ccc(OCC(=O)O/N=C(\N)Cc2ccc(Cl)cc2)cc1 | 26 | -1.5 | -0.93
O=S(=O)(c1ccc(Cl)s1)N1CCCc2cccc(O)c21 | -15 | -1.1 | -1.1
CC(=O)Nc1ccc(-c2csc(NC(=O)c3ccc(C)o3)n2)cc1 | 39 | -0.13 | 0.56
CNC(=O)C1Cc2ccccc2CN1S(=O)(=O)c1cccs1 (stereo not drawn) | 17 | 0.72 | -0.07
COc1ccccc1OCc1ccc(C(=O)N(C)C)o1 | 11 | 0.35 | -0.65
O=C(Cn1c(=O)sc2ccccc21)Nc1ccc(S(=O)(=O)N2CCCCC2)cc1 | -50 | -0.17 | -0.21
Cc1ccc(CN(CC2CCCO2)C(=O)CN2C(=O)C(C(C)C)Oc3ccccc32)o1 (stereo not drawn) | 15 | -1.2 | -1.1
CC1(C)CN(c2ccc(CC#N)cc2)C1=O | 0 | · | ·
O=C(Cc1cccs1)N/N=C/c1ccco1 | 13 | 0.72 | 0.58
O=c1cc(CN2CCN(c3cccc(Cl)c3)CC2)c2cc3c(cc2o1)CCCC3 | 0 | -0.22 | 0.51
CCOC(=O)C1CCN(c2ccc(C(=O)O)cc2[N+](=O)[O-])CC1 | · | 1.3 | 1.3
COc1ccc2cc(C(C)=O)c(=O)oc2c1 | 0 | 0.94 | 0.65
Cc1ccc(-n2c(SCC(=O)NCCN3C(=O)CSC3=O)nnc2-c2ccccc2F)cc1 | · | 1.5 | 1.9
COc1cc(NC(=O)c2cc3c(Cl)nc4ccccc4c3s2)cc(OC)c1OC | 48 | 0.58 | 1.4
CCOC(=O)N1CCN(S(=O)(=O)c2cc(Cl)c(OC)cc2Cl)CC1 | 7 | 1.1 | 1.1
O=C(Nc1nnc(C2CCCCC2)s1)c1ccc(Br)s1 | 13 | -0.82 | 0.25
CCN1CCN(C(=O)C2=C(C(=O)O)CCCC2)CC1 | · | 0.19 | 0.31
Cc1ccc(CNC(=O)CCS(=O)(=O)c2ccc(Br)s2)o1 | 12 | 0.6 | 0.37
N#Cc1c(N)nc2c(c1-c1ccco1)CCCCC2 | 67 | · | ·
CCOC(=O)CCCC(=O)N1CCOCCOCCN(C(=O)CCCC(=O)OCC)CCOCCOCC1 | 36 | · | ·
CCCC(=O)NCCCc1nc2ccccc2n1C | · | 0.1 | -0.2
C=CCN(c1ccccc1)S(=O)(=O)c1cccc(C(=O)Oc2ccc3c(C)cc(=O)oc3c2)c1 | -26 | -0.27 | -0.47
COc1ccc(C2=CC(c3ccc(F)cc3)n3nnnc3N2)cc1 (stereo not drawn) | 38 | -1.5 | -1.1
Cc1ccc(C(=O)NCCc2ccncc2)cc1 | -20 | 1.5 | 1.1
CC(=O)c1cccc(NC(=S)N2c3ccccc3CC2C)c1 (stereo not drawn) | 11 | · | ·
CCOC(=O)N1CCN(CC(=O)c2ccc3c(c2)CCN3C(C)=O)CC1 | · | 0.45 | 0.63
CCOCCCNC(=O)C(Cc1ccccc1)NS(=O)(=O)c1ccc2c(c1)c(=O)n(C)c(=O)n2C (stereo not drawn) | -121 | · | ·
CCOC(=O)c1ccc(NC(=O)CN2CCN(c3ccccc3)CC2)cc1 | 39 | 0.39 | 0.19
O=C(O)c1cnn(-c2nc(-c3ccc(F)cc3)cs2)c1C(F)(F)F | -21 | · | ·
N#Cc1nc(-c2ccco2)oc1N1CCCC1 | 21 | -0.5 | -0.83
Cc1cc(C(=O)COC(=O)c2ccc[nH]c2=O)c(C)n1-c1ccc(Br)cc1 | -39 | 1.3 | 1.3
CCOC(=O)c1ccccc1NS(=O)(=O)c1ccc(S(=O)(=O)N2CCCC2)cc1 | · | -1.5 | -1.4
CCCC(C)NC(=O)c1ccc2[nH]c3c(c2c1)CC(C)CC3 (stereo not drawn) | -45 | -1.8 | -0.52
Cc1c(C(=O)OCC(=O)N2CC(=O)Nc3ccccc32)oc2ccc(Br)cc12 | 20 | -1.1 | -0.08
CCCCCc1nc2sc3c(c2c(=O)n1NC(=O)c1ccc([N+](=O)[O-])cc1)CC(C)(C)OC3 | 11 | 0.05 | -0.6
O=C(COC(=O)/C=C/c1ccc(Cl)cc1)Nc1ccccc1-c1ccccc1 | · | 0.32 | 0.77

Exported in CSV form: part of the list above.
structure,Insulin prom inh,sdo1 growth,sdo1 growth Rescue 24 h
CCCC(=O)NCCCc1nc2ccccc2n1C,·,0.1,-0.2
C=CCN(c1ccccc1)S(=O)(=O)c1cccc(C(=O)Oc2ccc3c(C)cc(=O)oc3c2)c1,-26,-0.27,-0.47
COc1ccc(C2=CC(c3ccc(F)cc3)n3nnnc3N2)cc1 (stereo not drawn),38,-1.5,-1.1
Cc1ccc(C(=O)NCCc2ccncc2)cc1,-20,1.5,1.1
CC(=O)c1cccc(NC(=S)N2c3ccccc3CC2C)c1 (stereo not drawn),11,·,·

Six entries from above, as tab-separated lines:
structure	Insulin prom inh	sdo1 growth	sdo1 growth Rescue 24 h
CCOCCCNC(=O)C(Cc1ccccc1)NS(=O)(=O)c1ccc2c(c1)c(=O)n(C)c(=O)n2C (stereo not drawn)	-121	·	·
CCN1CCN(C(=O)C2=C(C(=O)O)CCCC2)CC1	·	0.19	0.31
CCOC(=O)N1CCN(CC(=O)c2ccc3c(c2)CCN3C(C)=O)CC1	·	0.45	0.63
CCOC(=O)CCCC(=O)N1CCOCCOCCN(C(=O)CCCC(=O)OCC)CCOCCOCC1	36	·	·
O=C(COC(=O)/C=C/c1ccc(Cl)cc1)Nc1ccccc1-c1ccccc1	·	0.32	0.77
CCCCCc1nc2sc3c(c2c(=O)n1NC(=O)c1ccc([N+](=O)[O-])cc1)CC(C)(C)OC3	11	0.05	-0.6

(continued)
SMILES | Insulin prom inh | sdo1 growth | sdo1 growth Rescue 24 h
COc1ccc(NC(=O)CCN2CC(C)OC(C)C2)c(OC)c1 (stereo not drawn) | 24 | -0.21 | 0.26
COc1cccc(NC(=O)c2cc([N+](=O)[O-])ccc2N2CCN(C)CC2)c1 | 10 | · | ·
CC(=O)NCCc1cc2cc(C)c(C)cc2[nH]c1=O | -55 | 1.1 | 1.3
CC(=O)NC(CC(=O)NC1CCCCC1)c1ccccc1 (stereo not drawn) | 47 | 0.45 | -0.61
CCOC(=O)N1CCC(N2C(=O)c3ccccc3C2Nc2ccc3c(C)cc(=O)oc3c2)CC1 (stereo not drawn) | · | 0.46 | -0.12
CCOC(=O)c1sc(NC(=O)CSc2ncn[nH]2)c(C#N)c1C | -81 | -0.49 | -0.95
CCCn1cc(S(=O)(=O)CC(=O)Nc2ccc(OCC)cc2)c2ccccc21 | · | -0.41 | 0.18
Cc1cccc2cc(CN(Cc3nnnn3C3CCCC3)C3CCCCC3)c(=O)[nH]c12 | -433 | · | ·
CC(C(=O)Nc1ccccc1F)N1C(=O)c2ccccc2C1=O (stereo not drawn) | 30 | 0.03 | -0.04
O=C(CSc1nnc2ccccn12)Nc1ccccc1C(=O)O | 3 | · | ·
Cc1ccc(C)c(C(=O)CN2C3=NCCCN3c3ccccc32)c1 | 0 | 0.42 | -0.17
O=C(NCCN1CCOCC1)c1cccs1 | -15 | 0.86 | 0.77
CCOc1ccc(N=C2C(=O)N(CN3CCOCC3)c3ccccc32)cc1 | 0 | -0.18 | 0.07
NC(=O)c1cn(-c2ccccc2)nc1-c1cccnc1 | 7 | 1.2 | 1.1
Cc1csc(NC(=O)C2CCCCC2C(=O)O)n1 (stereo not drawn) | -36 | 1.1 | 1.6
COc1ccc(CCNC(=O)CN(c2ccccc2OC)S(C)(=O)=O)cc1OC | -9 | -0.13 | -0.45
O/N=C(\Cc1cscn1)c1ccc(O)cc1O | -15 | -0.18 | -1.1
O=C(Nc1ccc(Cl)cc1)Nc1ccccc1NS(=O)(=O)c1cccs1 | 54 | -1.2 | -2.1
Cc1csc(NC(=O)/C=C/c2ccco2)n1 | · | 0.98 | 0.83
O=C(Nc1sc2c(c1C(=O)NC1CCCCC1)CCC2)c1ccco1 | 62 | -1.6 | -0.58
COc1ccccc1OC(=O)c1ccc(S(=O)(=O)N(C)C)cc1 | -33 | -0.35 | -0.55
Cc1cc2cc(CN(Cc3ccc4c(c3)OCO4)C(=O)c3cnccn3)c3nnnn3c2cc1C | -3 | -0.29 | 0.2
O=C(Cn1cnc2ccccc2c1=O)Nc1ccc2c(c1)CCC2 | · | -0.38 | 0.35
CCOc1ccc(S(=O)(=O)N(C)c2ccc(OCC(=O)NCc3ccco3)cc2)cc1 | -3 | -1.1 | -0.82
CC(=O)Nc1ccc2c(c1)N(C(C)=O)c1ccccc1CC2 | 67 | · | ·
COC(=O)c1c(NC(=O)CSc2nnc(-c3cccnc3)n2Cc2ccco2)sc(C)c1C | -39 | -1.3 | -1.6
c1ccc2c(c1)ncn2CCCOc1ccc2c(c1)CCC2 | -66 | -1.9 | -0.76
Cc1c(C(=O)O)oc2ccc(S(=O)(=O)NCCC3=CCCCC3)cc12 | -36 | -0.49 | -0.3
O=C(N/C=C/n1cnc2cc(C(F)(F)F)ccc21)c1ccccc1 | -22 | · | ·
CCCCNC(=S)NNC(=O)c1csc2c1CCC(C)C2 (stereo not drawn) | 14 | -0.61 | -0.6
COc1ccccc1NC(=O)c1ccc([N+](=O)[O-])cc1[N+](=O)[O-] | -10 | · | ·
COc1ccccc1OCCNc1nc2c(c(=O)n(C)c(=O)n2C)n1C | 33 | 0.31 | 0.38
Cc1cnc(C(=O)Nc2ccccc2-n2cccc2)cn1 | 7 | 0.35 | 0.37
Cc1c(C(=O)NCc2cccnc2)oc2ccc(S(=O)(=O)N3CCCCC3)cc12 | -7 | -1.4 | -1.3
Clc1cccc(NCc2nnc3n2CCCCC3)c1 | 50 | · | ·
O=C(Cc1c[nH]c2ccccc12)NC1(C(=O)NC2CCCCC2)CCCCC1 | -7 | -1.2 | -0.57
Nc1ccc(-c2nc3ncccc3o2)c(Cl)c1 | 9 | · | ·
CC1CCCN(C(=O)c2sc3cc([N+](=O)[O-])ccc3c2Cl)C1 (stereo not drawn) | -3 | -1.2 | -2.1
COc1ccccc1N1CCN(C(=O)c2ccc([N+](=O)[O-])s2)CC1 | · | 0.44 | -0.26
O=C(CN(C(=O)CCC(=O)Nc1ccccn1)c1ccc2c(c1)OCCO2)NCCc1ccccc1 | · | -0.45 | 1.1
O=C(Oc1ccccc1N1C(=O)C2CCCCC2C1=O)c1ccc(Cl)cc1 (stereo not drawn) | 8 | -1.6 | -1.1
Cc1cccc(C)c1OCC(=O)Nc1ccc(S(=O)(=O)Nc2ccccn2)cc1 | -4 | -0.01 | -0.64
CCN1CCCC1CNC(=O)Cn1cccc1C(=O)c1ccccc1C (stereo not drawn) | -43 | 0 | -0.52

High-throughput results: PubChem, several laboratories
